Assay outcomes deposited in PubChem by several laboratories.
5HT1E antag: 5-HT1E (human) receptor antagonism | P28566 | actives 0.99% (n = 65,000) | CHO 5-HT1E Ga15 NFAT-bla reporter, FRET, antagonist | AID 571 | inhibition, % at 6 µM;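 active = inhibition above a set limit, the mean inhibition across every tested compound plus 3 SD, cut at about 29% in these data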;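 also: signal is the 460 over 535 nm emission ratio of beta-lactamase substrate; 0% = agonist plus DMSO wells and 100% = wells without agonist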
Target sequence (P28566 whole entry, looked up): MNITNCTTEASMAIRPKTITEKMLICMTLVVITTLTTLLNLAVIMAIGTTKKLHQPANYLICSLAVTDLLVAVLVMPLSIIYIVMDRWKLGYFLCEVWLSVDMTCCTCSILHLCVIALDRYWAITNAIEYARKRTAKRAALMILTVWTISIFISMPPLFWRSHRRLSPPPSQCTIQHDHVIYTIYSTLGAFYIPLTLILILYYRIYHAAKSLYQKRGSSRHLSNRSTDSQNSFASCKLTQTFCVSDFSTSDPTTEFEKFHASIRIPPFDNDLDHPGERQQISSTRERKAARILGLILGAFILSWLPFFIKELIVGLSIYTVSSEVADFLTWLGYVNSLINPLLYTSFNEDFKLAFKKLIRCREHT
M1 antagonist: M1 muscarinic receptor (rat) antagonism. P08482. CHO-M1 cells, Fluo-4 calcium, ACh EC80 antagonist mode; active compounds read low. B-score at 10 µM. actives 3.4% (n = 64,000). AID 628;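 active = calcium fluorescence response, raw or row-and-column corrected B-score, differing from the plate sample mean either way at a set confidence level, mostly lower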
HTR1E agonist: 5-HT1E (human) receptor agonism; activation, % at 6 µM; actives 0.69% (n = 65,000); CHO 5-HT1E Ga15 NFAT-bla reporter, FRET; 0% DMSO wells, 100% control agonist wells;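 active = activation above a set limit, the screen-wide mean activation plus 3 SD, cut at about 8.5% in these data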;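 also: 100% = positive control agonist at 1 µM giving full maximal response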
S1P3 agonist: agonists of human S1P3 receptor. Q99500. S1P3 NFAT-BLA reporter cells, agonism, FRET ratio; relative to 1 µM S1P, basal subtracted. activation, % at 4.5 µM. actives 0.1% (n = 60,000). AID 373;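 active = activation above the screen-wide mean plus 3 SD, cut at about 4.5% in these data, passing the limit was not always enough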; also: some compounds called inactive have numbers as strong as hits
Target sequence (Q99500 whole entry, looked up): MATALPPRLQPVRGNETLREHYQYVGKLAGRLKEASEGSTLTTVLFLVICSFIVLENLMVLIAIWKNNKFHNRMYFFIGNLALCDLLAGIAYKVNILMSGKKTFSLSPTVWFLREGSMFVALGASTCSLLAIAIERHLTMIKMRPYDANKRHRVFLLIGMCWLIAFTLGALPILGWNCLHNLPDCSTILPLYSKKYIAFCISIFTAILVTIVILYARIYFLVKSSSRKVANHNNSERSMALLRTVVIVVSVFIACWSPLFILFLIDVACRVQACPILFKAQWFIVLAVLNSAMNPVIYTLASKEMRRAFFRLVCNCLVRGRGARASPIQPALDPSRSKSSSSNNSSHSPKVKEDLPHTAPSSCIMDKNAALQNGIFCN
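Measure – % activation relative to 1 µM S1P (100%), per plate · System – stable CHO line with human S1P3, Gα16, NFAT-BLA reporter · Timing – cells plated overnight, compound 4 h 37 °C, substrate 2 h RT · Technique – fluorescent BLA substrate, ex 405 nm, em 460/535 nm ratio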
HER2 expr 66K: lowers expression of human Her2 kinase | actives 0.69% (n = 65,000) | AID 645 | SKBR-3 HER2 protein level, AlphaScreen, 18-24 h; active compounds read low | P04626 | HER2 level % of control, % at 10 µM;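 active = HER2 level under 5% of the carrier-only control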;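 also: 100% = DMSO carrier and 0% = 500 nM PU-H71 HSP90 inhibitor; lower value means stronger loss of Her2 protein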
M1 ag: agonists of M1 muscarinic receptor; CHO-M1 cells, Fluo-4 calcium fluorescence, agonist mode; active compounds read high; B-score at 10 µM; actives 3% (n = 64,000);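 active = fluorescence rise, raw or as B-score row- and column-corrected plate score, outside the 99.7% band of its plate's samples, either direction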
Jurkat tox 60K: cytotoxicity toward Jurkat cells. actives 1.2% (n = 56,000). Jurkat E6.1 viability, ATP luminescence, 48 h. inhibition, % at 4 µM. AID 463;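 active = inhibition above the mean inhibition of all tested compounds plus 3 SD, cut at about 28% in these data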
HEK293 NFkB inh: lowers PMA/ionomycin-induced NF-kB signal in HEK293 cells; HEK-293 NF-kB luciferase reporter, luminescence; inhibition, % at 3 µM; actives 0.21% (n = 62,000);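 active = inhibition above the mean of all tested compounds plus 3 SD, cut at about 40% in these data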;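 also: 0% = stimulated DMSO wells and 100% = 10 µM reference inhibitor 5653914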
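Reagent: PMA plus ionomycin mix as NF-kB-activating stimulus. Assay system: NF-kB luciferase reporter HEK-293 cells. Technique: luminescence from luciferase substrate reagent. Incubation: 1 h compound pre-incubation, 16 h PMA/ionomycin at 37 °C. Benchmarks: DMSO only as uninhibited control, 10 µM reference inhibitor as full inhibition. Repeats: tested once.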
S1P1 ag-PAM: agonists and agonism potentiators of human S1P1 receptor | activation, % at 9.5 µM | S1P1 CRE-bla cells, forskolin, beta-lactamase FRET, potentiator mode; S1P1 agonist co-added at EC20, 2 nM; 100% = saturating reference agonist, 0% = basal | actives 0.57% (n = 56,000);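 active = activation above a cutoff set at the mean activation of all tested compounds plus 3 SD, cut at about 54% in these data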;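 also: forskolin at 4 µM as EC80 and the EC20 agonist is SEW2871; 100% = SEW2871 at its EC100 plus forskolin at EC80; some compounds past the cut are filed as inactive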
Starred values were filed as active, the others as inactive; / = no result given.

The first three compounds (preview)
SMILES	5HT1E antag	M1 antagonist	HTR1E agonist	S1P3 agonist	HER2 expr 66K	M1 ag	Jurkat tox 60K	HEK293 NFkB inh	S1P1 ag-PAM
CCCC(=O)OCC(=O)Nc1cc(C(C)(C)C)nn1-c1ccccc1	12	1.2	-1.4	-0.4	115	0.53	3	4	6
COc1cc(C2/C(=C(\O)c3ccc4c(c3)CC(C)O4)C(=O)C(=O)N2CCCn2ccnc2)ccc1O (centres undefined)	-6	0.19	1.0	0.8	132	0.25	1	10	-23
CCSC1=C(C#N)C(c2cccc(OC)c2)CC(=O)N1 (centres undefined)	10	0.074	-0.3	-1.0	105	0.44	10	11	-14

Results, from the start:
SMILES	5HT1E antag	M1 antagonist	HTR1E agonist	S1P3 agonist	HER2 expr 66K	M1 ag	Jurkat tox 60K	HEK293 NFkB inh	S1P1 ag-PAM
CCCC(=O)OCC(=O)Nc1cc(C(C)(C)C)nn1-c1ccccc1	12	1.2	-1.4	-0.4	115	0.53	3	4	6
COc1cc(C2/C(=C(\O)c3ccc4c(c3)CC(C)O4)C(=O)C(=O)N2CCCn2ccnc2)ccc1O (centres undefined)	-6	0.19	1.0	0.8	132	0.25	1	10	-23
CCSC1=C(C#N)C(c2cccc(OC)c2)CC(=O)N1 (centres undefined)	10	0.074	-0.3	-1.0	105	0.44	10	11	-14
Cc1cc(C)cc(NC(=O)CSc2nnc(-c3ccc(S(=O)(=O)N4CCCC4)cc3)o2)c1	2	0.2	-0.9	0.2	96	0.35	-3	7	-14
COC(=O)c1ccc(NC(=O)c2sc3nc(-c4ccccc4)cn3c2C)cc1	-4	-0.69	1.2	-0.9	68	2.1	16	19	8
CCOC(=O)c1sc(NC(=O)C2CC2)nc1C	7	-0.053	-0.1	-0.5	87	-0.039	1	4	-16
COc1ccc(CC(=O)OCc2cc3ccc(C)cc3[nH]c2=O)cc1	-7	-0.37	0.1	-0.5	100	-0.063	1	25	-2
CCCC(=O)Nc1cccc(-c2nc3cc(C)c(C)cc3o2)c1	-7	-0.42	0.1	-0.3	75	0.012	-7	-39	-19
Cc1cccc2cc(CN(CC3CCCO3)C(=O)c3ccncc3)c(=O)[nH]c12 (centres undefined)	8	0.15	0.5	0.8	100	-0.046	5	7	-16
COCc1cc(C)nc2sc(C(=O)Nc3nccs3)c(N)c12	20	-2	0.6	0.0	91	1.2	-4	-9	-20
CC(C)c1nc(=S)c2ccccc2[nH]1	2	0.52	-0.2	-0.4	112	0.5	-3	10	-37
Nc1nc(Cl)nc2c1ncn2[C@@H]1O[C@H](CO)[C@@H](O)[C@H]1O	-11	0.46	0.7	1.6	136	0.66	/	/	-33
O=C(NCc1cccnc1)c1cccc(S(=O)(=O)N2CCCCC2)c1	-10	0.02	0.8	-1.3	174	-0.2	4	18	4
COc1cccc(-c2nn(C)c3sc(C(=O)NCc4ccc(C)o4)cc23)c1	18	0.017	-0.3	1.0	72	-0.49	10	8	-13
CC(=O)N1c2c(cc(Br)cc2S(=O)(=O)N2CCN(C(=O)c3ccco3)CC2)CC1C (centres undefined)	-6	-0.32	1.6	/	128	2	/	13	/
O=c1c2ccccc2nnn1Cc1nnc(-c2ccccc2Br)o1	4	0.76	0.2	-0.6	107	0.17	4	3	-1
Cc1ccc(C(=O)CSc2nnc(-c3cccnc3)n2N)cc1	-10	-0.75	0.3	-0.8	108	-0.0081	11	14	-11
CCn1c(SCc2nc(-c3ccccc3)no2)nc2ccccc21	3	0.045	1.5	-0.6	92	-0.69	11	10	-23
C=CCOc1nc2c(c(=O)n(C)c(=O)n2C)n1Cc1ccccc1Cl	5	-0.013	0.0	-1.6	104	0.79	/	/	-2
CC(C)C(c1nnnn1C1CCCC1)N1CCN(c2ccccc2F)CC1 (centres undefined)	6	-0.11	-0.1	-0.9	102	-1	-2	12	-3
CSc1nc2ccc(NC(=O)C3CCCO3)cc2s1 (centres undefined)	17	1.8	52*	-0.5	104	-1.1	3	-1	2
CCOc1ccc(NC(=O)CN2C(=O)COc3ccc(Cl)cc32)cc1	6	-0.99	-0.3	0.2	79	-0.1	2	6	-10
Cc1nc2ccc3[nH]snc3c2n1	4	0.62	0.3	-1.4	92	0.36	-11	16	-17
Cc1cccc(-n2nnc(C(=O)NCc3ccc4c(c3)OCO4)c2N)c1	2	-0.48	-0.5	-1.1	101	-0.97	3	21	3
CCCOc1ccc(OCCSc2ncccn2)cc1	7	-0.23	-0.8	-0.6	151	0.5	7	-27	9
CC(=O)N1CN(CCCn2ccnc2)Cc2c1sc1c2CCCC1	-1	-1.6	0.1	-0.9	96	0.018	0	5	5
COc1cccc(NC(=O)N2CCN(c3cccc(C)c3)C(C)C2)c1 (centres undefined)	3	-0.5	0.5	-0.2	79	-1.3	1	0	7
O=C(CN(Cc1ccc(F)cc1)C(=O)Cn1nnc2ccccc21)NCC1CCCO1 (centres undefined)	-4	0.25	-1.3	-1.0	87	-1	-2	-11	-6
COc1ccccc1N1CCN(C(=O)c2oc3ccccc3c2C)CC1	9	-4.5*	0.2	-0.1	136	0.77	4	16	-5
COc1ccc(-c2cc(C(=O)N3CCc4ccccc4C3)no2)cc1OC	-9	-1.3	0.3	-0.5	82	-0.7	-3	9	-7
Cc1cc(C)n(-c2nc3c(c(=O)[nH]c(=O)n3C)n2CC(O)COc2ccccc2C)n1 (centres undefined)	-3	-0.52	-0.5	-0.5	98	0.78	-6	7	-8
CC(C)(C)OC(=O)N1CCC(C(=O)N2CCCCCC2)CC1	-2	-0.38	0.0	-0.6	136	0.094	-10	12	-19
COc1ccc(CCNC(=O)c2nnn(CC(=O)Nc3ccccc3C)c2N)cc1OC	-9	0.89	-0.5	-0.8	75	0.052	-3	7	-4
CN(C)c1ccc(CNCCC2(O)CCOC(C)(C)C2)cc1 (centres undefined)	5	-0.1	-0.6	-1.3	102	0.69	-1	15	12
Cc1cc(C)c(C#N)c(SCS(=O)c2ccc(C(C)(C)C)cc2)n1 (centres undefined)	7	-0.44	0.8	-0.4	106	2.3	-2	-8	8
Cc1cccc(C)c1NC(=O)N1CCC(c2nc3ccccc3o2)CC1	7	-0.26	0.7	-1.1	121	-0.75	7	21	16
CCn1c(SCC(=O)Nc2nc(-c3ccccc3)cs2)nnc1-c1ccccc1	-5	-0.055	-0.4	-0.8	98	0.85	11	14	27
CCCC1(C(=O)OC)NC(c2ccc(OC)c(OC)c2)C2C(=O)N(c3ccc4c(c3)OCO4)C(=O)C21 (centres undefined)	2	-0.36	0.1	/	57	-1.5	/	13	/
Cc1ccc2[nH]c(=O)c(-c3noc(-c4ccncc4)n3)cc2c1	0	-0.075	-0.4	-1.3	95	-0.54	-2	-2	8
C=CCSc1nc2c(c(=O)[nH]c(=O)n2C)n1C/C=C(/C)Cl	15	-0.57	0.1	-0.6	116	-0.6	4	19	-18
O=C(NS(=O)(=O)c1ccccc1Cl)c1ccc[nH]1	4	-1.1	-1.1	/	100	-0.29	/	15	/
Cc1ccc(C(=O)Nc2nnc(-c3ccncc3)s2)o1	12	0.85	-1.9	-0.5	115	-0.47	0	7	-24
CC(=O)N1CCC(N(CCCOC(C)C)C(=O)Nc2ccc(Cl)cc2)CC1	2	0.17	-0.4	-1.3	106	-0.084	0	12	-6
O=C(c1noc2c1CCCC2)N1CCOCC1	-7	0.15	0.4	-0.1	95	-0.86	-2	-2	2
COc1c(Cl)cc(Cl)cc1/C=N/n1cnnc1	-1	0.021	-0.2	-1.5	90	-1.3	-4	14	16
CCOC(=O)N1CCC(NC(=O)CSc2cc(=O)n(C)c3ccc(Cl)cc23)CC1	-9	-0.14	-0.3	0.8	117	0.057	5	7	-19
Cc1ccc2nc(-c3ccc(SCC(=O)O)nc3)[nH]c2c1	3	0.11	0.3	-0.1	119	-0.0083	5	16	5
CCCNc1nc2c(c(=O)n(C)c(=O)n2C)n1Cc1ccc(F)cc1	-12	-0.081	1.4	-0.7	75	-0.26	13	6	17
O=C(c1cccnc1)N1CCN(Cc2ccc3c(c2)OCO3)CC1	5	0.14	-0.4	0.2	112	0.19	-2	14	-4
CCOC(=O)c1cccnc1SC(CC)C(=O)N1CCOCC1 (centres undefined)	-3	0.69	0.0	1.0	134	-0.74	0	2	20
New compounds follow
SMILES	5HT1E antag	M1 antagonist	HTR1E agonist	S1P3 agonist	HER2 expr 66K	M1 ag	Jurkat tox 60K	HEK293 NFkB inh	S1P1 ag-PAM
Cc1ccsc1C(=O)OCC(=O)NCC1CCCO1 (centres undefined)	-4	1.2	-0.9	-0.6	80	-0.12	0	10	4
COc1ccc(-c2cc(C(=O)O)[nH]n2)cc1OC	-12	0.74	0.7	/	62	1.1	/	6	/
Cc1cc(C)c2[nH]c(=O)c(CN(Cc3ccco3)C(=O)C3CCCO3)cc2c1 (centres undefined)	0	0.68	-0.5	0.3	114	-0.27	-2	1	-5
Cn1c2ccccc2c2cnn(CC(=O)O)c(=O)c21	-4	0.074	-0.7	0.5	129	-0.32	2	17	-17
COCCNC(=O)CCCCCNS(=O)(=O)c1ccc(C)cc1	9	0.89	-1.3	-0.9	97	0.42	-2	9	19
Cc1ccc(CCNC(=O)C2CCCN(S(=O)(=O)c3c(C)noc3C)C2)cc1 (centres undefined)	-3	0.9	-1.2	-0.2	99	-0.22	-2	12	7
COc1ccc(N2C(=O)NC3CC2(C)Oc2ccc(Br)cc23)cc1OC (centres undefined)	-1	-0.75	-0.2	-1.3	78	0.5	4	18	-4
COc1ccc(S(=O)(=O)N2CCC(C(=O)N3CCCCCC3)CC2)cc1	1	0.068	-1.4	0.5	108	-0.41	2	7	-2
COc1cccc(NC(=O)C2CC(=O)OC23CCOC(C)(C)C3)c1 (centres undefined)	-6	-1.6	0.1	-1.2	101	-0.18	-9	14	-12

7 entries already listed, sorted by the number in S1P3 agonist, smallest number first:
mol	S1P3 agonist
COc1ccc(N2C(=O)NC3CC2(C)Oc2ccc(Br)cc23)cc1OC (centres undefined)	-1.3
COc1cccc(NC(=O)C2CC(=O)OC23CCOC(C)(C)C3)c1 (centres undefined)	-1.2
COCCNC(=O)CCCCCNS(=O)(=O)c1ccc(C)cc1	-0.9
Cc1ccsc1C(=O)OCC(=O)NCC1CCCO1 (centres undefined)	-0.6
Cc1ccc(CCNC(=O)C2CCCN(S(=O)(=O)c3c(C)noc3C)C2)cc1 (centres undefined)	-0.2
Cc1cc(C)c2[nH]c(=O)c(CN(Cc3ccco3)C(=O)C3CCCO3)cc2c1 (centres undefined)	0.3
Cn1c2ccccc2c2cnn(CC(=O)O)c(=O)c21	0.5
